KLK7 zymogen act = proKLK7 zymogen activators, primary screen, biochemical, fluorescence intensity; 370,000 compounds, 0.9% hits; Kallikrein-7 (Homo sapiens), P49862; AID 652039, 2013; purified proKLK7, EDANS-DABCYL substrate fluorescence; 100% is mature enzyme control, 0% vehicle; activation, % at 7 µM;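 active means activation above the mean of all tested compounds plus 3 SD, computed per campaign excluding outliers beyond control limits, cut at about 13% in these data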
Target sequence (P49862 whole entry, looked up): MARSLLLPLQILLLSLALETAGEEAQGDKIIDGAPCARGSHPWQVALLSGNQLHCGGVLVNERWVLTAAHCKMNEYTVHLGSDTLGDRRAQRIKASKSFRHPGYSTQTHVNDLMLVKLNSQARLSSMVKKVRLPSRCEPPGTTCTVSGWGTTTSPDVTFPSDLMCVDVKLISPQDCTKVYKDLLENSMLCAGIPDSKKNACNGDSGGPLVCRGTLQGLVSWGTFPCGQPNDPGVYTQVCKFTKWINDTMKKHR
PRMT1 inh = PRMT1 methyltransferase inhibitors, primary screen, biochemical, fluorescence polarization | 370,000 compounds, 1.3% hits | Protein arginine N-methyltransferase 1 (Homo sapiens), Q99873 | inhibition, % at 2.79 µM | recombinant PRMT1, activity-based probe fluorescence polarization;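 active means inhibition above about 21% made by adding two undisclosed values, limit read from the data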
TDP2 inh = human TDP2 enzyme inhibitors, primary screen, biochemical, epi absorbance, recombinant enzyme. inhibition, % at 12.8 µM. AID 720702, 2013. T5PNP hydrolysis, p-nitrophenol absorbance 415 nm. 370,000 compounds, 0.34% hits;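 active means inhibition above the mean of all tested compounds plus 3 SD, set per campaign, cut at about 25% in these data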;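 further: 0% = DMSO with enzyme and 100% = buffer with substrate but no TDP2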
Target sequence (O95551 whole entry, looked up): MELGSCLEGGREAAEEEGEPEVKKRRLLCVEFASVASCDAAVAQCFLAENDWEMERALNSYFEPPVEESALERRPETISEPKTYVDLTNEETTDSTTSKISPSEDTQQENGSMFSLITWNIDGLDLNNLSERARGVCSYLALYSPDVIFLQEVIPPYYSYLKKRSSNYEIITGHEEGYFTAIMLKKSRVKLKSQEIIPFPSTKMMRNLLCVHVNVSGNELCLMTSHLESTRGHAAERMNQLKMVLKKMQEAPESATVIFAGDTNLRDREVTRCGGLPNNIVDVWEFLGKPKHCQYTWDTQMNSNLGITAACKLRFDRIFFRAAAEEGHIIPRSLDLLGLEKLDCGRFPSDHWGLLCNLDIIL
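System – recombinant human TDP2 · Amount – 120 nM TDP2 per well · Buffer or medium – Mg2+-containing Tris-HCl buffer, pH 7.5 · Reagent – T5PNP substrate, 5 mM · Dosing – 12.8 µM single point, 1% DMSO · Incubation – 2 h at 37 °C · Measured by – epi absorbance · Read-out basis – percent inhibition · Benchmarks – high control without enzyme, low control DMSO plus TDP2 · Repeats – singlicate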
TCR CD3 inh = inhibitors of human TCR-CD3 interaction, primary screen, biochemical, fluorescence, TAMRA-labeled TCR probe | 360,000 compounds, 0.37% hits | AID 651800, 2012 | inhibition, % at 9.4 µM | T-cell receptor (TCR); in the data active means inhibition above about 19%;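 further: recombinant mutant TCR 2C K166C tagged with TAMRA read by polarization; 0% = receptor in buffer alone and 100% = receptor with positive control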
LEDGF integ inh = blockers of LEDGF/p75-dependent integrase strand transfer – biochemical, TR-FRET, high throughput, primary screen; 370,000 compounds, 0.64% hits; inhibition, % at 3.7 µM; HIV-1 integrase (with human LEDGF/p75); TR-FRET IN-LEDGF/p75 DNA integration, Eu/Cy5;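 active means inhibition above the screen-wide mean plus 3 SD, cut at about 13% in these data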;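 further: signal is the Cy5 over europium emission ratio at 671 and 618 nm; 0% = plate median of compound wells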
MBD2 DNA inh = inhibitors of MBD2 binding to methylated DNA, primary screen, biochemical, TR-FRET, DNA-binding domain, human. inhibition, % at 4.4 µM. 370,000 compounds, 0.31% hits. MBD2 binding to methylated oligonucleotide; in the data active means inhibition above about 13%
Target sequence (Q9UBB5 whole entry, looked up, the tested form may be a part): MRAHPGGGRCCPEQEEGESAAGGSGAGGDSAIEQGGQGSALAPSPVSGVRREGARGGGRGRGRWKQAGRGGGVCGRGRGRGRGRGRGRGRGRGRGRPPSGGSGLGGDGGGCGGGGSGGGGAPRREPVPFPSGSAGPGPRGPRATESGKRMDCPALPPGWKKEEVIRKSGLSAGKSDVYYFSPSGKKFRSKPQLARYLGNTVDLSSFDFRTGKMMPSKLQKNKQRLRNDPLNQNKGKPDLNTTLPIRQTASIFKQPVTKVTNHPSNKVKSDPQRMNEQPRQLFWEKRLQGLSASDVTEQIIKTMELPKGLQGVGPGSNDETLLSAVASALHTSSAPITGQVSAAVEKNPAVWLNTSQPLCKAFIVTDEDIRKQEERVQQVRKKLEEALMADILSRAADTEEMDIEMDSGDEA
UHRF1 MBD2 ctr = UHRF1 methylated DNA binding inhibitors, primary screen, counter-screen for MBD2 inhibitor project, biochemical, TR-FRET, human UHRF1, single concentration; inhibition, % at 4.4 µM; 370,000 compounds, 0.75% hits; UHRF1 binding to methylated oligo; AID 687016, 2013; E3 ubiquitin-protein ligase UHRF1 (Homo sapiens), Q96T88; in the data active means inhibition above about 21%;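 further: UHRF1 SRA domain binding a hemimethylated CpG hairpin DNA probe; 0% = median of test compound wells and 100% = reference inhibitor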
DDE Tn6 FP inh = inhibitors of Tn6 peptide binding to fibrin DD(E), primary screen, biochemical, fluorescence polarization, human fibrin, Tn6 probe; Fibrinogen beta chain (Homo sapiens), P02675; Fibrin DD(E) TRITC-Tn6 fluorescence polarization displacement; inhibition, % at 8.3 µM; 370,000 compounds, 0.21% hits;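 active means inhibition above a per-campaign cutoff: mean of compounds within control limits plus 3 SD, cut at about 15% in these data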;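 further: 0% = median of all compound wells on the plate and 100% = blocking peptide control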
SIAE primary = human SIAE inhibitors, primary screen, biochemical, fluorescence polarization, FP-Rh probe, 1536-well HTS; SIAE FP-Rh probe binding; 370,000 compounds, 0.69% hits; Sialate O-acetylesterase (Homo sapiens), Q9HAT2; inhibition, % at 9.66 µM;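 active means inhibition above a cutoff: mean of compounds within the control limits plus 3 SD of those, cut at about 17% in these data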;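 further: 0% = plate median of compound wells and 100% = probe without SIAE protein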
DDE Tn7 FP inh = inhibitors of Tn7 peptide binding to fibrin DD(E), primary screen, biochemical, fluorescence polarization, human fibrin, Tn7 probe; FP displacement of FITC-Tn7 peptide from fibrin DD(E); 0% = median of compound wells per plate; Fibrinogen beta chain (Homo sapiens), P02675; 370,000 compounds, 0.13% hits; inhibition, % at 8.3 µM; AID 720508, 2013;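 active means inhibition above the mean of compounds falling within the control limits plus 3 SD of them, cut at about 14% in these data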;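 further: 0% = plate median of compound wells and 100% = 10 µM Aha-Tn7 peptide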
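Measure: % inhibition scaled between sample-field median and high-control FP; Test system: human fibrin DD(E); Quantity: 2 µM final DD(E) protein; Doses: one dose, 8.3 µM nominal; Schedule: compound with protein 10 min, then 3 h after probe, room temperature; Detection: fluorescence polarization; Medium: Tris buffer with calcium and detergent, pH 7.8.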
The depositor's hits bear a star; . = not tested or not shown.

SMILES	KLK7 zymogen act	PRMT1 inh	TDP2 inh	TCR CD3 inh	LEDGF integ inh	MBD2 DNA inh	UHRF1 MBD2 ctr	DDE Tn6 FP inh	SIAE primary	DDE Tn7 FP inh
O=C(NCC1CC1)c1onc(CSc2nc3ccccc3[nH]2)c1C(=O)NCC1CC1	0.8	4	11	-2	0	7	14	0	5	3
COc1cccc2cc(C(=O)N(Cc3cccs3)CC3CCCO3)c(=O)oc12 (stereo not given)	0.8	-3	11	0	1	-2	-1	1	-8	-3
Cc1ccc(S(=O)(=O)N2CCOCC2)cc1C(=O)Nc1cccc(C(=O)NC2CC2)c1	0.0	-2	6	6	-3	0	-4	1	7	2
O=C1NCCCc2nc(Oc3ccccc3)sc21	0.2	-1	0	4	3	0	2	3	-4	7
CN1CCc2nc(NC(=O)c3cccc(OC(F)F)c3)sc2C1	-0.8	2	-12	1	0	-5	4	-1	-18	-2
Cc1sc2nc(SCC(=O)NCc3ccco3)n(CCc3ccccc3)c(=O)c2c1C	-0.1	1	-7	5	-2	6	-2	-6	-7	-2
COc1ccc(CN2CCN(c3cccc(C)c3C)CC2)cc1OC	0.6	6	-1	-2	1	4	1	-6	0	0
Cc1cnc(C)c(Nc2nc(C(N)c3ccccc3)cs2)n1 (stereo not given)	-0.4	6	2	-16	3	2	-15	2	-3	4
Cc1ccc(S(=O)(=O)N(C)C)cc1NC(=S)Nc1ccc2[nH]c(=O)[nH]c2c1	-0.7	2	-2	-1	-4	2	3	1	1	3
COc1ccc(C(=O)N2CCC(C(=O)N3CCN(Cc4ccccc4)CC3)CC2)cc1	-0.3	-4	15	5	0	4	-3	-4	4	1
COC(=O)[C@H]1C[C@@]2(N3CCCCC3)c3ccccc3N(S(=O)(=O)c3ccccc3)[C@H]2N1	0.1	0	-3	.	1	0	-1	1	8	-4
CCOC(=O)CSC1=C(C#N)C(c2ccc(Cl)cc2)CC(=O)N1 (stereo not given)	0.6	2	7	-3	-3	3	5	-3	-2	-2
Cc1noc(C)c1COc1ccccc1C(=O)N1CCN(S(=O)(=O)c2ccc(F)c(F)c2)CC1	0.4	-1	1	-6	-3	-1	2	6	1	3
Cc1ccc(OCCCC(=O)N2CCOCC2)cc1	0.6	2	-7	3	2	1	-4	-5	3	0
COc1ccccc1CNC(=O)Nc1cccs1	0.4	6	-5	2	1	1	0	2	-11	7
CN1C(=O)C(O)(c2nnc(-c3ccccc3)o2)c2ccccc21 (stereo not given)	0.1	2	6	5	3	2	-1	4	-3	-4
CCOC(=O)c1cc(-c2ccc(N3CCOCC3)cc2)nn1-c1ccccc1	-0.1	1	6	8	-1	3	5	3	2	4
O=C(C1CCN(S(=O)(=O)c2ccc3ccccc3c2)CC1)N1CCN(c2ncccn2)CC1	0.7	0	-3	2	1	1	2	-2	-6	-6
COc1ccc(NC(=O)COc2ccc(C)cc2)c([N+](=O)[O-])c1	0.5	0	-8	6	4	0	-1	2	-3	-3
CCOC(=O)c1ccc(NC(=O)CCn2nnc3ccccc32)cc1	-0.4	1	6	-1	2	-7	0	1	-3	-1
Cc1cc(-c2csc(Nc3ccccn3)n2)ccc1F	0.3	-2	-14	0	2	1	0	4	5	7
Cc1cc(C)nc(SCC(=O)N/N=C/C=C/c2ccccc2)n1	-0.2	1	1	-1	2	2	6	-6	-1	2
N/C(=N\OC(=O)COc1ccccc1Cl)c1ccc(Cl)cc1	-0.4	0	7	7	-2	-5	0	7	-9	-2
COc1ccccc1NC(=O)CSc1nnc(CC(=O)Nc2ccccc2F)n1C	0.1	0	-12	-1	-6	2	0	2	5	1
Cc1ccc(S(=O)(=O)N(CC(=O)N/N=C\c2cccs2)c2cccc3cccnc23)cc1	0.2	1	9	2	-3	2	-1	-4	-11	-4
Cc1ccc(NS(=O)(=O)c2ccc(OCC(N)=O)cc2)cc1	-0.4	-2	-1	6	4	1	-2	-1	5	4
CCOc1ccc(-c2c(C(=O)N/N=C/c3ccco3)nnn2-c2nonc2N)cc1	8.8	5	-13	0	-7	1	-1	-1	6	-1
COc1ccc(NC(=O)CSc2nc(C)cc(C)n2)c([N+](=O)[O-])c1	-0.6	0	-8	-3	-3	-4	-1	1	-4	-5
CC(C)(C)OC(=O)N1CCC(C(=O)Nc2ccc3c(c2)CCC3)CC1	-0.7	9	-8	-5	-4	3	4	-2	2	7
Cc1csc(=O)n1CC(=O)OCC(=O)Nc1ccc(F)c(F)c1F	0.0	-2	-8	-8	1	-4	3	-5	3	-10
Cc1[nH]n(-c2ccccc2)c(=O)c1/C=N/NC(=O)C(C)C	-0.4	-2	2	5	-2	-5	-9	2	-1	2
CC(=O)N=c1sc(S(N)(=O)=O)nn1C	0.1	2	9	-2	0	2	2	0	1	2
CC(C)OP(C)(=O)CN1CCN(CP(C)(=O)OC(C)C)CC1 (stereo not given)	-0.3	4	-10	-1	2	8	5	-4	-4	0
O=C(NCCN1CCOCC1)c1ccc(S(=O)(=O)Nc2ccccc2)cc1	-4.5	5	-1	-6	-7	0	-2	3	0	0
COc1ccccc1NC1C=CS(=O)(=O)C1 (stereo not given)	-0.2	0	13	-3	-4	5	1	1	-6	-2
O=C(Nc1ccc(-n2cnnn2)cc1)C1CCCCC1	0.6	0	-9	4	-5	-3	-2	6	2	3
CCOC(=O)c1nc(Nc2ccccc2CC)c2ccccc2n1	0.1	2	2	2	0	-5	2	-1	2	-6
Cc1cc(C)nc(SCc2nnc(SCC(=O)Nc3nc(-c4ccccc4)cs3)n2-c2ccccc2)n1	-1.2	0	-21	3	2	-1	-1	1	-15	0
CC(C)Cc1ccc(C(=O)NCCOc2ccccc2)o1	-0.2	0	8	15	1	1	0	6	-4	0
Cc1ccc(Oc2ncccc2C(=O)NCC(=O)O)cc1	0.1	-3	-3	-3	17*	-6	0	4	6	-1
CN(C)S(=O)(=O)c1cccc(NC(=O)NCCCl)c1	0.3	0	8	4	0	5	11	0	4	3
CC(Sc1ccc(Cl)cc1)C(=O)NCc1ccc2c(c1)OCO2 (stereo not given)	0.1	2	1	2	0	1	-2	9	-3	6
COc1ccc(C)cc1NC(=O)Nc1ccc(C(=O)N2CCCC2)cc1	0.0	-1	0	-6	0	-4	0	5	-4	2
O=C(c1ccc2c(c1)N(Cc1ccccc1)CCS2)N1CCOCC1	6.1	-8	-13	3	4	3	11	-8	2	-4
O=C1CC(c2ccccc2)c2cccc(F)c21 (stereo not given)	-0.3	-2	-8	-2	3	-1	-1	2	-2	-3
CCNc1ccc(C(=O)OCC)cc1NC(=O)c1cccc(S(=O)(=O)N2CCOCC2)c1	0.0	-2	8	3	0	-1	-1	-6	-1	-4
Cn1c(=O)c2c(nc(C(O)c3ccccc3)n2C)n(C)c1=O (stereo not given)	-0.2	1	2	2	2	-2	0	2	-4	-3
O=C(Nc1ccc(F)cc1)c1nc[nH]c1C(=O)O	-0.2	-1	17	14	1	0	0	6	-3	-6
COc1cc2c(cc1OC)CSC1C(=O)N(C)C(SC2)C(=O)N1C	-0.3	3	4	.	-1	-12	-5	-3	0	2
Cc1cc(C)c(NC(=O)/C=C\C(=O)O)c(Cl)c1	-0.1	28*	11	5	0	1	1	-2	10	-3
O=S(=O)(NN=Cc1cccc(Cl)c1)c1ccccc1	0.2	2	-2	1	-3	-3	0	5	-4	-4
Cc1ccc(S(=O)(=O)Oc2ccc(C)cc2/C=N/N=C2\NC(=O)C(C)S2)cc1 (stereo not given)	-0.1	-2	3	0	4	5	0	2	1	-4
CC1(C)C2CCC1(C)C(OC(=O)CNc1ccccc1)C2 (stereo not given)	0.3	-1	-3	6	0	5	-1	7	3	0
N#Cc1nc(-c2ccc(F)cc2)oc1NCCN1CCOCC1	7.2	8	-4	-2	-4	7	3	-9	-5	9
O=C(Nc1ccc2c(c1)OCO2)c1cc(C2CCCCN2C(=O)CCc2ccccc2)on1 (stereo not given)	-0.2	-2	-4	-7	1	3	-1	-5	-3	-6
O=C(NCc1ccccn1)C1CC(c2ccccc2O)=NO1 (stereo not given)	0.2	-3	-7	1	1	0	-4	-1	0	5
N#Cc1nc(COc2ccc(-c3ccccc3)cc2)oc1NCc1cccnc1	1.0	2	4	0	-3	-1	2	-1	-8	-7
CCOC(=O)c1cc2c(=O)n3ccccc3nc2n(C(C)C)c1=NC(=O)c1c(-c2c(F)cccc2Cl)noc1C	7.2	-1	-4	6	0	3	0	6	-3	0
Cc1[nH]c2ccccc2c1C(=O)COC(=O)C1CC(=O)N(Cc2ccco2)C1 (stereo not given)	-0.1	1	9	3	-4	2	0	14	6	4
CCOC(=O)C1=C(C)N2C(=C(C#N)[C@@H]1c1ccc(C(=O)OC)cc1)SC[C@@]2(O)C(C)(C)C	0.2	8	-4	-7	0	3	2	-9	-1	-1

Additional results.
SMILES	KLK7 zymogen act	PRMT1 inh	TDP2 inh	TCR CD3 inh	LEDGF integ inh	MBD2 DNA inh	UHRF1 MBD2 ctr	DDE Tn6 FP inh	SIAE primary	DDE Tn7 FP inh
CCCCN(CCCC)Cc1cc(=O)oc2cc(OC)ccc12	7.6	-6	8	0	2	5	-1	-6	-1	2
COC(=O)c1c(NS(=O)(=O)Cc2ccccc2)sc2c1CCCC2	-0.1	-2	10	-2	-1	2	-4	-1	1	-1
CC(=O)Nc1ccc(C(=O)N/N=C/c2ccccc2OC(=O)c2ccc(Cl)cc2)cc1	-0.9	3	-6	-7	-4	-1	5	-20	-105	6
COc1ccc(OC)c(NC(=O)Nc2nnc(N3CCCCC3C)s2)c1 (stereo not given)	-0.1	-1	-8	-2	-1	7	3	-5	6	-7
COc1ccc(OC)c(CCNC(=O)Cn2cccc2C(=O)c2ccccc2)c1	-0.1	2	12	-4	2	8	0	2	0	0

Structural class, those above with a nitro group on carbon.
SMILES	KLK7 zymogen act	PRMT1 inh	TDP2 inh	TCR CD3 inh	LEDGF integ inh	MBD2 DNA inh	UHRF1 MBD2 ctr	DDE Tn6 FP inh	SIAE primary	DDE Tn7 FP inh
COc1ccc(NC(=O)COc2ccc(C)cc2)c([N+](=O)[O-])c1	0.5	0	-8	6	4	0	-1	2	-3	-3
COc1ccc(NC(=O)CSc2nc(C)cc(C)n2)c([N+](=O)[O-])c1	-0.6	0	-8	-3	-3	-4	-1	1	-4	-5
